Bioassay records deposited in PubChem by several laboratories.
T cell modulator = modulates CD8 T cell binding to vesicles; 2C CD8+ T cell-vesicle binding, flow cytometry; stronger effect = lower value; calls only at 7 µM; 330,000 tested, 0.068% active; AID 2052;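 active = response, share of CD8 T cells binding vesicles, and their 90th percentile fluorescence all below set limits, cut at about 80% in these data, passing the limit was not always enough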
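Material: 2C TCR transgenic mouse naive CD8+ T cells, MACS-purified. Also added: QL9-charged Drosophila Ld/ICAM-1/B7-1 vesicles. Timing: binding 1.5 h at 37 °C. Measured by: high-throughput flow cytometry with anti-B7-1 and anti-CD8 staining. Read-out: percent CD8+ FL2 mean versus row control. Controls: Unloaded micro-vesicles (low), QL9 vesicles with 0.7% DMSO (high).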
Salmonella PhoP GFP = PhoP-dependent GFP reporter repression – Salmonella Typhimurium, primary screen (AID 1863); S. Typhimurium PhoP-regulated promoter GFP reporter, 4 h; higher % means a stronger effect; inhibition, % at 50 µM, or IC50 in µM where a hit was titrated; 300,000 tested, 0.16% active;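 active = inhibition over 29.93%, a cutoff 3 SD above the screen mean, later confirmed by dose response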;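 note: 0% = low Mg2+ inducing control and 100% = high Mg2+ repressing control; strong numbers were not always called active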
T cell modulator vesicle-bound % = second read-out of T cell modulator, no call of its own (marks repeat the call); double positive events, %; measured here: CD8+ vesicle-bound cell fraction;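 binding gate set so that unloaded-vesicle control wells show 10% double positive cells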
* hit, by the source's call; i = inactive.

SMILES	T cell modulator	T cell modulator vesicle-bound %	Salmonella PhoP GFP
Cc1ccc(C(=O)N(CC(=O)NC2CCCC2)c2ccc(F)cc2)s1	i	22.5	-0.7%
COCCCNC(=O)CSc1nc2cc(S(=O)(=O)N3CCCCC3)ccc2o1	i	53.7	-1.0%
COc1ccc(S(=O)(=O)NCC2CCCO2)cc1Cl (stereo not drawn)	i	36.7	5.7%
Cc1ccc(S(=O)(=O)N(C)C)cc1NC(=O)COC(=O)/C=C/c1ccc2ccccc2n1	i	50.1	3.2%
O=C(O)Cn1nc(-c2ccc(Cl)cc2)ccc1=O	i	17.7	-0.8%
COCCN(C(=O)COC(=O)CCOc1ccccc1)c1c(N)n(Cc2ccccc2)c(=O)[nH]c1=O	i	46.0	-2.3%
COc1ccc(NS(=O)(=O)c2ccc(C)c(C(=O)N3CC(C)OC(C)C3)c2)cc1 (stereo not drawn)	i	33.2	-9.6%
Cc1ccc(C(=O)N=c2sccn2C)cc1S(=O)(=O)N1CCOCC1	i	22.4	5.3%
CC(C)C[C@@H](C(=O)NCC1CCCO1)N1C(=O)N2CCc3c([nH]c4ccccc34)[C@@]2(C)C1=O (stereo partly drawn)	i	38.3	2.2%
CCN(CC(=O)Nc1ccc(NC(C)=O)cc1)C(=O)/C=C/c1ccccc1	i	27.5	0.9%
CC(C)(CO)NC(=O)c1ccc2c(c1)C(=O)c1ccccc1-2	i	13.8	8.5%
CCC(=O)OC1(C)C(=O)C=C2C=C(c3ccc(C#N)cc3)OC=C2C1=O (stereo not drawn)	i	19.9	14.5%
CN(CC(=O)Nc1ccc(F)c(F)c1F)C(=O)c1ccc2c(c1)S(=O)(=O)N=C1CCCCCN12	i	18.7	-3.7%
COc1cccc(CNC(=O)CN2C(=O)c3ccccc3S2(=O)=O)c1	i	35.3	5.7%
Cc1ccc(C)c(S(=O)(=O)N2CCCC2CNC(=O)C(=O)NCc2ccccc2)c1 (stereo not drawn)	i	28.6	1.6%
O=C(c1cc2ccccc2o1)N(Cc1ccco1)Cc1cccs1	i	55.1	3.9%
COc1ccc(C(=O)Nc2ccc3c(c2)OCCO3)cc1Br	i	59.1	-5.9%
CCc1ccc(NS(=O)(=O)c2cc3c4c(c2)CCN4C(=O)CC3)cc1	i	37.4	4.5%
CC1CN(c2nc(Nc3ccccc3F)nc(N)c2[N+](=O)[O-])CC(C)O1 (stereo not drawn)	i	21.5	-5.3%
c1ccc(CSc2nnc(-c3ccccc3)c(-c3ccccc3)n2)cc1	i	13.4	1.8%
COc1ccc2oc(C(=O)OCC(=O)NCC3CCCO3)c(C)c2c1 (stereo not drawn)	i	43.6	-0.9%
Cc1cc(C)cc(OCC(=O)OC(C)C(=O)Nc2c(C)n(C)n(-c3ccccc3)c2=O)c1 (stereo not drawn)	i	32.4	-12.5%
O=c1c2ccccc2oc2ccc(C#CC3(O)CCCCC3)cc12	i	25.3	5.9%
NS(=O)(=O)c1ccc(CCNCc2cc(Cl)ccc2OCc2ccccc2)cc1	i	55.3	-2.9%
CCOc1cc(N2CCOCC2)c(OCC)cc1NC(=O)COC(=O)CCn1c(C)csc1=O	i	33.5	-9.6%

New compounds follow
SMILES	T cell modulator	T cell modulator vesicle-bound %	Salmonella PhoP GFP
N#CCC(=O)Nc1ccc(C(=O)OCC(=O)C23CC4CC(CC(C4)C2)C3)cc1	i	25.6	-2.5%
O=C(COc1ccccc1Cl)N1CCN(c2ccccn2)CC1	i	42.2	5.6%
CC(C)CN(C(=O)COC(=O)c1cccc2ccccc12)c1c(N)n(Cc2ccccc2)c(=O)[nH]c1=O	i	55.4	0.6%
COc1ccc2oc(C(=O)OCC(=O)N3CCCCC3)c(C)c2c1	i	36.6	-2.7%
Cc1ccc(N2CC(NC(=O)C(=O)c3c(C)[nH]c4ccccc34)CC2=O)cc1 (stereo not drawn)	i	31.8	-2.5%
O=C(Cc1ccsc1)NNC(=O)c1ccccc1Cl	i	22.1	-5.1%
COc1cccc(CCNC(=O)COc2cccc3c2OC(C)(C)C3)c1	i	54.6	-5.5%
Cc1onc(-c2c(F)cccc2Cl)c1C(=O)NCc1ccc(F)cc1	i	52.5	-0.1%
CCOc1ccc(NS(=O)(=O)c2ccc(C(=O)NCC(c3cccs3)N3CCOCC3)cc2)cc1 (stereo not drawn)	i	23.7	6.6%
CC1CC(C)CN(C(=O)c2ccc(-c3ccc([N+](=O)[O-])cc3)o2)C1 (stereo not drawn)	i	54.4	2.6%
COc1ccc(N2CCN(S(=O)(=O)CCNC(=O)C3CC3)CC2)cc1	i	24.5	5.3%
CCCCn1c(N)c(N(CCOC)C(=O)c2cccc(S(=O)(=O)N3CCCCC3)c2)c(=O)[nH]c1=O	i	21.0	-5.1%
CCN1CCN(S(=O)(=O)c2ccc(Cl)c(C(=O)N(C)Cc3cccc(OC)c3)c2)CC1	i	40.1	-1.7%
CCN1CCN(S(=O)(=O)c2ccc(Cl)c(C(=O)N(C)C(c3ccccc3)c3ccccc3)c2)CC1	i	50.2	-1.6%
Cc1ccsc1C(=O)OCC(=O)N(C)c1c(N)n(Cc2ccccc2)c(=O)[nH]c1=O	i	44.2	5.0%
Cc1ccc(OCCC(=O)N(CC(=O)Nc2ccccc2C(F)(F)F)Cc2ccco2)cc1	i	47.8	-1.8%
COCCNC(=O)c1c[nH]c2ccc(S(=O)(=O)N(C)c3ccc(C)c(C)c3)cc2c1=O	i	9.7	6.6%
Cc1ccc(S(=O)(=O)N2[C@@H](c3ccccc3)C(C(=O)O)=CC[C@H]2c2ccc(C(C)C)cc2)cc1	i	36.2	-10.0%
Cc1ccnc(NC(=O)CNC(=O)Cc2cccc3ccccc23)c1	i	26.5	-5.7%
COc1ccccc1CC(=O)N(CCC1=CCCCC1)c1c(N)n(Cc2ccccc2)c(=O)[nH]c1=O	i	37.5	-4.9%
Cc1ccc(S(=O)(=O)N2CCCCC2CCNC(=O)C(=O)NC2CC2)cc1 (stereo not drawn)	i	35.4	-1.4%
COc1cccc(CNS(=O)(=O)c2cc3c4c(c2)CCN4C(=O)CC3)c1	i	60.9	0.8%
CCCC(=O)Nc1ncnc2c1ncn2[C@@H]1O[C@@H]2OP(=O)(O)OC[C@H]2[C@H]1OC(=O)CCC	i	60.6	0.6%
Cc1ccc(C(=O)CCC(=O)NN2C(=O)NC3(CCCCC3)C2=O)cc1	i	15.6	5.8%
O=C(Nc1ccc(F)cc1)C1COc2ccccc2O1 (stereo not drawn)	i	39.6	0.6%

Single records, as listed above. Screens in order: T cell modulator, T cell modulator vesicle-bound %, Salmonella PhoP GFP
CCc1ccc(NS(=O)(=O)c2cc3c4c(c2)CCN4C(=O)CC3)cc1 across the screens: i, 37.4, 4.5%
CN(CC(=O)Nc1ccc(F)c(F)c1F)C(=O)c1ccc2c(c1)S(=O)(=O)N=C1CCCCCN12 across the screens: i, 18.7, -3.7%

(next part)
SMILES	T cell modulator	T cell modulator vesicle-bound %	Salmonella PhoP GFP
CCN1C(=O)[C@H]2[C@@H](c3ccc(-c4ccc(OC)cc4)c(OC)c3)N[C@@](C)(C(=O)OC)[C@H]2C1=O	i	16.9	-12.0%
CCOc1ccc(OCC(=O)OCc2csc(CC(=O)Nc3ccccc3C)n2)cc1	i	54.7	-1.7%
O=C(CN1CCN(Cc2ccccc2)CC1)NNC(=O)c1ccc(Cl)cc1	i	12.5	-1.2%
CN(C(=O)CSc1nnc(COc2ccccc2F)n1N)C1CCCCC1	i	29.3	-3.6%
CCN1C(=O)[C@H]2[C@@H](c3ccc(-c4ccccc4)cc3)N[C@@](Cc3ccccc3)(C(=O)OC)[C@H]2C1=O	i	33.3	6.0%
Cc1cccc(NC(=O)Cn2ccn(-c3ccc4c(c3)OCCO4)c(=O)c2=O)c1	i	35.5	7.4%
COc1cccc(COC(=O)c2ccc(S(=O)(=O)N3CCC(C)CC3)cc2)c1OC	i	49.3	-7.8%
O=C(CCCCCl)Nc1c2c(nc3ccccc13)CCC2	i	47.0	4.2%
COc1ccc(Cc2nnc(SCC(=O)Nc3ccc(C)c(Cl)c3)[nH]c2=O)cc1	i	35.7	-7.5%
CCOC(=O)CNC(=O)CSc1ccc(-c2nc3ccccc3[nH]2)cn1	i	37.2	1.2%
CNS(=O)(=O)c1ccc2c3c(cccc13)C(=O)N2	i	40.6	8.5%
COc1cc(SC)ccc1C(=O)NNC(=O)c1cc(C)oc1C	i	51.5	3.9%
Cc1c(C(=O)Nc2nccs2)oc2c(Cl)cccc12	i	39.5	0.7%
C/[N+]([O-])=C/c1c(OCc2ccccc2)ccc2ccccc12	i	15.5	-0.8%
COc1ccc(-c2noc3c2-c2nc(C(C)C)sc2CC3)cc1	i	11.4	7.5%
O=C(NCCC1CCCCN1S(=O)(=O)c1ccccc1)C(=O)NC1CC1 (stereo not drawn)	i	53.0	-5.9%
O=C(c1ccc(F)cc1)N1CCC(C(=O)N2CCN(S(=O)(=O)c3ccccc3Br)CC2)CC1	i	41.1	-4.3%
O=C(NC1CCCCC1)c1n[nH]c2c1CCCCC2	i	36.8	-9.0%
CN(C)CCCn1c2c(c(SCC(=O)Nc3ccc4c(c3)OCO4)nc1=O)CCCC2	i	15.5	9.2%
Cc1ccc(OCCC(=O)OC(C)C(=O)NC2CC2)cc1 (stereo not drawn)	i	23.1	-2.0%
Cc1ccc(S(=O)(=O)NCCC(=O)OCC(=O)N(C)c2ccccc2)cc1	i	59.0	12.1%
CC(=O)Oc1ccc(/C=N/NC2=NS(=O)(=O)c3ccccc32)cc1	i	48.7	6.5%
CCOc1ccc(OCC(=O)OCC(=O)N(CC(C)C)c2c(N)n(Cc3ccccc3)c(=O)[nH]c2=O)cc1	i	32.6	9.4%
O=C(NC1CCN(Cc2ccccc2)CC1)c1ccccc1Cl	i	68.2	-0.1%
Nc1cc(N)nc(SCCc2ccccc2)n1	i	68.4	-0.2%

Rewritten with two lines to a compound: part of the list above
The line under a structure holds: T cell modulator	T cell modulator vesicle-bound %	Salmonella PhoP GFP
- COc1cccc(COC(=O)c2ccc(S(=O)(=O)N3CCC(C)CC3)cc2)c1OC
    i	49.3	-7.8%
- O=C(CCCCCl)Nc1c2c(nc3ccccc13)CCC2
    i	47.0	4.2%
- COc1ccc(Cc2nnc(SCC(=O)Nc3ccc(C)c(Cl)c3)[nH]c2=O)cc1
    i	35.7	-7.5%
- CCOC(=O)CNC(=O)CSc1ccc(-c2nc3ccccc3[nH]2)cn1
    i	37.2	1.2%
- CNS(=O)(=O)c1ccc2c3c(cccc13)C(=O)N2
    i	40.6	8.5%
- COc1cc(SC)ccc1C(=O)NNC(=O)c1cc(C)oc1C
    i	51.5	3.9%
- Cc1c(C(=O)Nc2nccs2)oc2c(Cl)cccc12
    i	39.5	0.7%
- C/[N+]([O-])=C/c1c(OCc2ccccc2)ccc2ccccc12
    i	15.5	-0.8%
- COc1ccc(-c2noc3c2-c2nc(C(C)C)sc2CC3)cc1
    i	11.4	7.5%
- O=C(NCCC1CCCCN1S(=O)(=O)c1ccccc1)C(=O)NC1CC1 (stereo not drawn)
    i	53.0	-5.9%
- O=C(c1ccc(F)cc1)N1CCC(C(=O)N2CCN(S(=O)(=O)c3ccccc3Br)CC2)CC1
    i	41.1	-4.3%
- O=C(NC1CCCCC1)c1n[nH]c2c1CCCCC2
    i	36.8	-9.0%
- CN(C)CCCn1c2c(c(SCC(=O)Nc3ccc4c(c3)OCO4)nc1=O)CCCC2
    i	15.5	9.2%
- Cc1ccc(OCCC(=O)OC(C)C(=O)NC2CC2)cc1 (stereo not drawn)
    i	23.1	-2.0%
- Cc1ccc(S(=O)(=O)NCCC(=O)OCC(=O)N(C)c2ccccc2)cc1
    i	59.0	12.1%
- CC(=O)Oc1ccc(/C=N/NC2=NS(=O)(=O)c3ccccc32)cc1
    i	48.7	6.5%
- CCOc1ccc(OCC(=O)OCC(=O)N(CC(C)C)c2c(N)n(Cc3ccccc3)c(=O)[nH]c2=O)cc1
    i	32.6	9.4%
- O=C(NC1CCN(Cc2ccccc2)CC1)c1ccccc1Cl
    i	68.2	-0.1%
- Nc1cc(N)nc(SCCc2ccccc2)n1
    i	68.4	-0.2%

Continued:
SMILES	T cell modulator	T cell modulator vesicle-bound %	Salmonella PhoP GFP
Cc1ccc(C(=O)NNC(=O)c2cccc(Br)c2)cc1	i	43.9	-5.8%
CCN(c1cccc(C)c1)S(=O)(=O)c1cc2c3c(c1)CCC(=O)N3CCC2	i	52.3	8.8%
CCCCC(=O)NC(c1ccc(C(C)C)cc1)c1ccc2cccnc2c1O (stereo not drawn)	i	49.8	-2.8%
COc1ccc(Cn2c(CCC(=O)NCCC(C)C)nc3ncccc3c2=O)cc1	i	14.3	1.2%
CC(CCc1ccccc1)NC(=O)C(C)OC(=O)c1ccco1 (stereo not drawn)	i	26.1	2.6%
CN(C)S(=O)(=O)c1ccc(Cl)c(C(=O)NCCNC(=O)c2cc(S(=O)(=O)N(C)C)ccc2Cl)c1	i	62.6	-5.7%
N#Cc1ccc(OCC(=O)Nc2cccc(S(=O)(=O)NC3=NCCCCC3)c2)cc1	i	32.5	-5.8%

The list is partial. The share of hits here may be higher or lower than overall.
